High-throughput results (PubChem)
PglD inh: blocks C. jejuni PglD acetyltransferase activity. inhibition, % at 12.5 µM. purified PglD enzyme, DTNB colorimetric CoA detection. 0.098% of 360,000 active; in the data active = inhibition above about 16%, passing the limit was not always enough; note: strong numbers were not always called active
Cneo AK release: Cryptococcus neoformans lysis via adenylate kinase release; C. neoformans lysis, adenylate kinase release luminescence, 4 h; normalised: neutral wells 0, clomiphene wells 100; lysis activity, % at 15 µM; 0.2% of 360,000 active; AID 651654;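 active = mean lysis activity across replicates of at least 80%, whatever share of replicates individually reach that level; inactive = mean lysis activity below 80%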
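Assay system: C. neoformans cells. Amount: yeast cell density of 5 × 10^6 cells/mL. Technique: AK luminescence. Buffer or medium: YPD. Times: static 4 h at 37 °C with compound, 1 h detection. Dosing: single-point compound dose. Read-out: lysis from increased AK signal.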
ERAP1 HTS inh: inhibitors of human ERAP1 aminopeptidase. recombinant ERAP1, Leu-AMC fluorescence, 60 min. inhibition, % at 10.7 µM. AID 652197. Q9NZ08. 0.15% of 340,000 active;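 active = mean replicate inhibition of at least 30%, or all replicates individually reaching that 30% level; inactive = mean below 30% and not every replicate reaching it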;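 note: 0% = neutral control wells and 100% = L-leucinethiol positive control wells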
E-sel inducer: E-selectin induction on HUVECs | 0.37% of 260,000 active | P16581 | HUVEC E-selectin immunofluorescence imaging; normalized: neutral wells 0, TNF-alpha wells 100 | activation, % at 7.58 µM;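 active = mean E-selectin-positive cell signal at least 10% of the positive control, reached in at least 60% of replicates, without over 20% cell loss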;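 note: in these data hits start at about 27%; measured in HUVEC primary endothelial cells; signal is the percent of cells scored E-selectin positive by PE staining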
Target sequence (P16581 whole entry, looked up): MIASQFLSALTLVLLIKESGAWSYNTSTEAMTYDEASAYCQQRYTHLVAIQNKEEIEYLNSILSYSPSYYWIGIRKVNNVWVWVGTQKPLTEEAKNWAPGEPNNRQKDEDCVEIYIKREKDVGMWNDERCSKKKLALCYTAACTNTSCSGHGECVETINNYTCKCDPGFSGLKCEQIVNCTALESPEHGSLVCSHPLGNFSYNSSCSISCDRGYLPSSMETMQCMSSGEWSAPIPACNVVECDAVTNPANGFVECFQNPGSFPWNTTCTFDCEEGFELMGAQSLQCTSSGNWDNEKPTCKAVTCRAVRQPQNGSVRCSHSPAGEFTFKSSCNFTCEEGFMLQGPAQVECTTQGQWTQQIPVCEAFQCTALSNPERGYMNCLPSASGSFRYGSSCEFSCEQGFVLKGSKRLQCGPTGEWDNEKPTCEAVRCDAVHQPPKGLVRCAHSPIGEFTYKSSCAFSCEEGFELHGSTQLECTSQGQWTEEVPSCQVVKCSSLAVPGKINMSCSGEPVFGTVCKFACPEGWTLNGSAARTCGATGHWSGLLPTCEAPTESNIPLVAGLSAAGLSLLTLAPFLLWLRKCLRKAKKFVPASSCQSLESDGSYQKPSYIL
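Assay system: HUVEC, human umbilical vein endothelial cells / Amount: 3,000 HUVEC/well / Controls: TNF-alpha positive control, DMSO neutral control / Compound dosing: single concentration / Medium: EGM-2 over gelatin coat / Evaluation: percent E-selectin-positive cells / Signal: immunofluorescence imaging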
miR-122 sensor: blocks miR-122 activity in Huh7 sensor cells. Huh7 miR-122 Renilla luciferase sensor, 48 h; neutral wells = 0, positive control = 100. activation (reporter increase), % at 12.5 µM. 0.3% of 340,000 active;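 active = mean replicate activation score at least 90 and every replicate individually at or above 90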;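 note: higher luciferase means less miR-122 activity so hits act as miR-122 inhibitors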
RAD54 branch: inhibitors of human RAD54 branch migration; AID 602329; Q92698; 0.14% of 360,000 active; RAD54 Holliday junction branch migration, FAM/BHQ fluorescence; inhibition, % at 10.4 µM;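 active = mean normalized replicate activity at least 40 and at least half of replicates scoring 40 or more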;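 note: 0% = median of neutral control wells and 100% = median of positive control wells; inhibitors cause a drop in the FAM fluorescence signal; in these data hits start at about 50%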
PGC1a acetyl inh: lowers PGC1a acetylation signal in U2OS cells; AlphaScreen anti-acetyl-lysine; with virally co-expressed GCN5 acetyltransferase; inhibition, % at 15.6 µM; AID 651687; 0.17% of 350,000 active;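 active = every replicate shows inhibition of at least 40%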;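 note: 0% = neutral control wells and 100% = positive control wells; some results beyond the cut were filed as inactive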
RAD52 anneal inh: RAD52 (human) annealing inhibition. recombinant RAD52 DNA annealing, FRET fluorescence. inhibition, % at 18.7 µM. 0.46% of 360,000 active. P43351;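 active = every replicate showing at least 50% inhibition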
Numbers without * were called inactive; x = no result given; [ ] = dose if it differs, or a comment.

SMILES	PglD inh	Cneo AK release	ERAP1 HTS inh	E-sel inducer	miR-122 sensor	RAD54 branch	PGC1a acetyl inh	RAD52 anneal inh
C[C@@H]1CN([C@H](C)CO)C(=O)c2cc(C#Cc3ccccc3F)cnc2O[C@H]1CN(C)C(=O)C1CC1	2	-4	-1	1.1	-9[16.7 µM]	-4	0	12
O=C(C[C@@H]1CC[C@@H]2[C@H](COC[C@@H](O)CN2Cc2ccccc2)O1)NCCc1ccccc1	3	56	-2	0.1	19[16.7 µM]	12	1	-10
CC(C)c1ccc(N(CC(=O)NCc2ccc(F)cc2)C(=O)c2snc(C(N)=O)c2N)cc1	-3	-1	23	-0.1	-4	12	-12	0
C[C@@H]1CN([C@@H](C)CO)C(=O)c2cccc(NC(=O)Nc3ccc(C(F)(F)F)cc3)c2O[C@@H]1CN(C)S(=O)(=O)c1cccs1	-1	-15	0	x	-2[16.7 µM]	-5	13	-22
CCc1ccc(OCC(=O)NCC(c2ccc(Cl)cc2)N2CCCCC2)cc1 (stereo not drawn)	-3	1	4	x	1	2	-20	-3
COc1ccccc1CNC(=O)COC(=O)c1cc(C)nc2ccccc12	-3	-3	0	0.0	-7	-3	-3	-10
COc1ccc2c3c([nH]c2c1)[C@H](CO)N(C(=O)Nc1c(C)noc1C)CC31CN(CC2CCOCC2)C1	x	x	-1	-0.1	x	x	-7	1
Cc1ccc(NC(=O)CSc2nc3c([nH]c4ccccc43)c(=O)n2C)cc1	0	-3	-5	3.0	5	0	3	-7
O=C(Nc1nonc1NC(=O)C1CCCCC1)C1CCCCC1	-3	-1	x	0.4	-1	1	1	x
CN(C)c1ccc(/C=N/Nc2ccc(-n3ccnc3)nn2)cc1	-1	-3	x	x	4	1	-12	x
CC/C(C)=N/Nc1nc2c(c(=O)[nH]c(=O)n2C)n1CCc1ccccc1	x	x	4	x	0	x	0	-13
CCN1CCN(c2ccc(NC(=O)COc3ccccc3Cl)cc2)CC1	-5	1	x	x	5	6	1	x
CN(C)c1ccc2c(c1)[C@@H]1C[C@@H](CC(=O)NCc3ccccn3)O[C@H](CO)[C@@H]1O2	-1	77	1	0.4	-2[16.7 µM]	2	-12	-135
Cc1c(C(=O)NCc2cccc(C(F)(F)F)c2)sc(=O)n1Cc1ccc(S(=O)(=O)N(C)C)cc1	2	-1	x	x	x	-15	x	-14
CC(C)C(=O)Nc1c2c(nc3c1CCC3)CCCC2	5	4	2	x	x	-2	x	-7
O=C(NCCc1ccccc1F)C1CC(=O)N(c2ccc3c(c2)OCCO3)C1 (stereo not drawn)	2	-1	-3	-0.2	-9	-4	-3	-6
Cc1ccccc1-c1ccc(=O)n(CC(=O)Nc2ccc(C(=O)N3CCCC3)cc2)n1	-1	-1	x	x	-2	3	2	x
C[C@@H]1CN([C@@H](C)CO)C(=O)c2cccc(NC(=O)c3cnccn3)c2O[C@H]1CN(C)C(=O)NC1CCCCC1	0	0	5	-0.2	2[16.7 µM]	-3	16	3
Cc1cc(NS(=O)(=O)c2ccc(NC(=S)NC(=O)/C=C/c3ccccc3)cc2)no1	6	-1	1	x	-3	6	-2	-5
COCCOC(=O)C1=C(C)NC(=O)NC1C1CC=CCC1 (stereo not drawn)	-3	-1	0	x	-6	2	-2	3
COc1cc([N+](=O)[O-])ccc1-c1ccc(/C=N/NC(=O)OC(C)(C)C)o1	-1	0	2	-0.9	x	4	0	-21
COc1ccccc1CNc1ccc(C(=O)O)cc1	-4	0	x	x	-2	2	-3	x
CC1CCC/C(=N\NC(=O)c2ccncc2)C1 (stereo not drawn)	-3	-5	2	0.9	-4	-2	7	-19
O=C(NC[C@H]1N[C@H](CO)[C@@H]1c1ccccc1)C1CCCC1	7	6	x	0.3	125*[16.7 µM]	1	-9	-11

Part of the list above in order of number of heavy atoms, lowest first:
SMILES	PglD inh	Cneo AK release	ERAP1 HTS inh	E-sel inducer	miR-122 sensor	RAD54 branch	PGC1a acetyl inh	RAD52 anneal inh
O=C(NCCc1ccccc1F)C1CC(=O)N(c2ccc3c(c2)OCCO3)C1 (stereo not drawn)	2	-1	-3	-0.2	-9	-4	-3	-6
Cc1ccccc1-c1ccc(=O)n(CC(=O)Nc2ccc(C(=O)N3CCCC3)cc2)n1	-1	-1	x	x	-2	3	2	x
Cc1c(C(=O)NCc2cccc(C(F)(F)F)c2)sc(=O)n1Cc1ccc(S(=O)(=O)N(C)C)cc1	2	-1	x	x	x	-15	x	-14

Remaining list, next part:
SMILES	PglD inh	Cneo AK release	ERAP1 HTS inh	E-sel inducer	miR-122 sensor	RAD54 branch	PGC1a acetyl inh	RAD52 anneal inh
CS(=O)(=O)N1CCCCN2[C@H](CO)[C@@H](c3ccc(C#Cc4ccccn4)cc3)[C@H]2C1	7	-2	1	-0.1	-4[16.7 µM]	6	9	-15
O=C(CCN1C(=O)COc2ccccc21)NCCN1CCOCC1	-4	-2	-5	x	1	3	18	1
Cc1cc(OCC(=O)O/N=C(\N)Cc2cccs2)ccc1Br	-2	-4	-1	x	-2	2	-9	-19
COc1cc(C(O)c2nc(-c3csc4ccccc34)cs2)ccc1F (stereo not drawn)	-11	-1	2	-1.9	1	13	-8	-14
Cc1ccc(N/C(N)=N/c2nc(C)cc(N3CCCCC3)n2)c(C)c1	x	x	-4	-0.7	x	x	7	15
Nc1ccc(C(=O)OCC(=O)Nc2cc([N+](=O)[O-])ccc2F)cc1	-5	-1	-4	1.3	-4	1	-5	-14
COC(=O)c1cccc(NC(=O)C23CC4CC(C2)CC(n2cncn2)(C4)C3)c1	-1	3	x	-0.2	4	-14	0	x
CCn1c(SCC(=O)N2CCC(C)CC2)nc2c(c1=O)SC(C)C2 (stereo not drawn)	2	2	-1	1.9	x	3	x	-5
COc1ccccc1-c1nc2s/c(=C\c3cccs3)c(=O)n2n1	3	-2	x	x	2	-10	-2	x
C[C@@H]1CN([C@H](C)CO)C(=O)c2cc(C#CCN(C)C)cnc2O[C@H]1CN(C)Cc1ccc(C(=O)O)cc1	1	2	0	0.0	3[16.7 µM]	-15	-1	8
NC(c1csc(NC(=O)Nc2cccc(C(F)(F)F)c2)n1)C1CCCCC1 (stereo not drawn)	3	3	10	-0.4	-26	18	-5	-69
Cc1ccc(O)c(NC(=O)c2cc(-c3ccc(F)cc3)on2)c1	-3	-2	0	-0.3	4	4	-16	3
COc1ccccc1NC(=O)N1C[C@H]2[C@@H](c3ccccc31)[C@H](CO)N2CC1CCOCC1	-1	6	1	0.3	21[16.7 µM]	3	5	-4
O=C(COC(=O)C1CC2C=CC1C2)Nc1cccc(S(=O)(=O)N2CCCCC2)c1 (stereo not drawn)	6	1	2	x	-4	1	x	-7
COc1ccc(CNC(=O)c2ccc3c(c2)N(C)CCS3)cc1	-4	-1	-1	x	x	1	x	-13
COC(=O)[C@H](Cc1ccccc1)NC(=O)[C@@H](N)CC(=O)O	-2	-1	-1	-0.2	-4	1	14	-1
Cc1ccc(-c2nn(-c3cc(Cl)ccc3[N+](=O)[O-])c(=O)c3ccccc23)cc1	7	2	0	x	29	-8	1	-12
CCOc1ccc(NS(=O)(=O)c2ccc(C(=O)NCc3ccccn3)cc2)cc1	-4	1	2	x	x	1	3	-6
O=c1c2cn[nH]c2[nH]c(=S)n1-c1cccc2ccccc12	-4	2	x	0.1	2	-9	-5	x
CC(C)(C)C(=O)Nc1ccc(S(=O)(=O)c2ccc(NC(=O)C(C)(C)C)cc2)cc1	0	1	-5	x	x	8	-8	1
COc1ccc(CN(C)C[C@@H]2OCCCC[C@H](C)Oc3ccc(NS(=O)(=O)c4c(C)noc4C)cc3C(=O)N([C@H](C)CO)C[C@@H]2C)cc1	0	-1	x	-0.1	-9[16.7 µM]	3	-3	x
c1ccn2c(SCc3ccc4c(c3)OCCO4)nnc2c1	5	-1	x	x	-8	-14	1	7
Cc1ccc(-c2csc3nc(C)n(N)c(=O)c23)cc1	1	-1	-2	0.1	-3	-10	-1	-4
O=C(CC(=O)Nc1ccccc1F)Nc1ccccc1F	1	-1	-2	-0.1	x	1	-4	-11
C[C@@H]1CN([C@@H](C)CO)C(=O)Cc2cc(N(C)C)ccc2O[C@H]1CN(C)S(=O)(=O)c1ccc(F)cc1	2	-3	-1	x	-3[16.7 µM]	-25	3	14
Cc1noc(C)c1NC(=O)N[C@@H]1CC[C@H](CC(=O)NCCCN(C)C)O[C@@H]1CO	-1	51	0	-0.6	5[16.7 µM]	-2	14	3
CCc1ccc(OC)c(S(=O)(=O)Nc2ccccc2C)c1	-4	6	1	x	115*	-1	-10	-3
CCOC(=O)CSc1nnc(-c2ccncc2)o1	-9	-4	x	x	-1	5	-22	x
O=C(NCc1ccc(F)cc1)c1cc(C2CCCCN2C(=O)c2ccc(Cl)cc2)on1 (stereo not drawn)	4	-1	-4	0.8	0	4	-6	-7
COc1cc(Cl)cc2c1Sc1ccccc1/C2=C/CCN(C)C	-2	10	x	x	-5	32	-19	x
COCCN(CCOC)C(=O)c1cc2c(=O)n3ccccc3nc2s1	3	-4	x	x	x	-5	5	x

Another view of part of the listing above.
molecule | PglD inh | Cneo AK release | ERAP1 HTS inh | E-sel inducer | miR-122 sensor | RAD54 branch | PGC1a acetyl inh | RAD52 anneal inh
O=C(NCc1ccc(F)cc1)c1cc(C2CCCCN2C(=O)c2ccc(Cl)cc2)on1 (stereo not drawn) | 4 | -1 | -4 | 0.8 | 0 | 4 | -6 | -7
Cc1noc(C)c1NC(=O)N[C@@H]1CC[C@H](CC(=O)NCCCN(C)C)O[C@@H]1CO | -1 | 51 | 0 | -0.6 | 5[16.7 µM] | -2 | 14 | 3
CCOC(=O)CSc1nnc(-c2ccncc2)o1 | -9 | -4 | x | x | -1 | 5 | -22 | x
COCCN(CCOC)C(=O)c1cc2c(=O)n3ccccc3nc2s1 | 3 | -4 | x | x | x | -5 | 5 | x
C[C@@H]1CN([C@@H](C)CO)C(=O)Cc2cc(N(C)C)ccc2O[C@H]1CN(C)S(=O)(=O)c1ccc(F)cc1 | 2 | -3 | -1 | x | -3[16.7 µM] | -25 | 3 | 14
CCc1ccc(OC)c(S(=O)(=O)Nc2ccccc2C)c1 | -4 | 6 | 1 | x | 115* | -1 | -10 | -3
COc1cc(Cl)cc2c1Sc1ccccc1/C2=C/CCN(C)C | -2 | 10 | x | x | -5 | 32 | -19 | x
